Source: PubChem
CDK5 p35 inh: inhibitors of human CDK5/p35 kinase, primary screen, biochemical, single concentration; Cyclin-dependent kinase 5 (Homo sapiens) + Cyclin-dependent kinase 5 activator 1 (Homo …; Recombinant CDK5/p35, ADP-Glo luminescence, 60 min; inhibition, % at 10 µM; hit rate 0.01% among 330,000; AID 488839, 2010;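 active = highest replicate inhibition of at least 50% and at least 75% of replicates reaching 50%; inconclusive = only one of the two criteria met; inactive = both criteria failed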;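 note: plate controls were DMSO neutral control for no effect and GW8510 at 10 µM for full effect; many of its hits are not listed in these tables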
Target sequence (Q00535 whole entry, looked up): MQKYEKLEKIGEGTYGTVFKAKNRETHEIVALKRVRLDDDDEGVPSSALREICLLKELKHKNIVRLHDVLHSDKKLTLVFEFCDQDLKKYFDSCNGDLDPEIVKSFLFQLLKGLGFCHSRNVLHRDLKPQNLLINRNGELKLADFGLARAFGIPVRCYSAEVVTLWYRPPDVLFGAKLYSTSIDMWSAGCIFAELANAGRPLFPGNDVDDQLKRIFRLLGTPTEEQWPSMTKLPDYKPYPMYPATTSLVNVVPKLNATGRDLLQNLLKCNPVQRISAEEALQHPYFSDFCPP
Target sequence (Q15078 whole entry, looked up): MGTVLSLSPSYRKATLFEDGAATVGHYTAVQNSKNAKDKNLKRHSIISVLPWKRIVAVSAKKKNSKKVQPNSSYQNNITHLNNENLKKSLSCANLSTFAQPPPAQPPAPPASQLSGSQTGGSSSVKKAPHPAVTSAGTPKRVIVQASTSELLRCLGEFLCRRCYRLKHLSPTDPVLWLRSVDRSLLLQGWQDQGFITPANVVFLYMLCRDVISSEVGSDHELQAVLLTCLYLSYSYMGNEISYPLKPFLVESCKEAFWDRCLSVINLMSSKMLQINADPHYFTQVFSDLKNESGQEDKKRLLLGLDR
Rtt109 HAT inh: inhibitors of C. albicans Rtt109/Vps75 HAT, primary screen, biochemical, ThioGlo CoA-SH fluorescence, plate reader; purified Rtt109/Vps75, 4 h; inhibition, % at 34.9 µM; AID 540336, 2011; hit rate 0.16% among 330,000;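 active = inhibition of at least 50% in every replicate; inconclusive = best replicate reaches 50% inhibition but some replicates fall short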
Target sequence (Q5AAJ8 whole entry, looked up): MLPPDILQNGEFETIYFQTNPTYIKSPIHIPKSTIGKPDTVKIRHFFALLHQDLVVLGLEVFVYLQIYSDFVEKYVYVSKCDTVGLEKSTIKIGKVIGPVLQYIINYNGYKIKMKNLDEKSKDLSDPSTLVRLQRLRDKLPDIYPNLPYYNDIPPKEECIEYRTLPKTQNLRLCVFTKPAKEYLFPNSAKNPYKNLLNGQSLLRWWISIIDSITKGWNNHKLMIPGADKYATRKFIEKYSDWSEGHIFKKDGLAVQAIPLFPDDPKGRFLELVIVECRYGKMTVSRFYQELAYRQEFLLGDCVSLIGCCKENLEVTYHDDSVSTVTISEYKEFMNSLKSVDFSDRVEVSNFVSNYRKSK
Tat export inh: E. coli Tat export inhibitors, primary screen, MC4100, TorA-mCherry reporter, fluorescence, single point. inhibition, % at 10 µM. hit rate 0.036% among 340,000;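 active = mean replicate inhibition at least 50% and at least half of replicates individually reaching 50%; inconclusive = only one of the two criteria met; inactive = neither criterion met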;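 note: exported cargo escapes ClpAP degradation while cytoplasmic cargo is degraded and loses fluorescence; 0% = median of neutral control wells and 100% = median of NaSCN control wells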
dFosB act: activators of delta FosB homodimer, primary screen, biochemical, fluorescence polarization, TAMRA-CDK5 oligo, single point | Protein FosB (Mus musculus), P13346 | purified delta FosB; percent of positive-control signal above neutral wells | activation, % at 25 µM | hit rate 0.99% among 340,000;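 active = mean activation above about 17%, with every replicate also reaching it, limit read from the data, passing the limit was not always enough; inconclusive = only one of the two conditions met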;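 note: fluorescence polarization rise as delta FosB binds a TAMRA Cdk5 AP-1 oligo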
V-ATPase pHluor: regulators of yeast V-ATPase proton pumping, primary screen, pHLuorin cytosolic pH fluorescence | hit rate 0.37% among 350,000 | S. cerevisiae | response, % at 10 µM; in the data active = response mostly above about 7.3%, no sharp cut-off; inactive = mostly below about 5.4%; note: actives read high; inactives centre near 0; some compounds called inactive have numbers as strong as hits; reference of the scale not given here
Wnt bcat act: Wnt/beta-catenin pathway activators, primary screen, cell-based, plate reader, single point; AID 743398, 2014; Wnt/beta-catenin reporter cell assay, activator; hit rate 1.2% among 300,000; activation, % at 9.35 µM; in the data active = activation above about 30%, passing the limit was not always enough; inconclusive = no clear call, values can overlap the other calls;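 note: 0% = neutral control wells and 100% = positive control wells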
CAL PDZ FP-1: untagged CAL PDZ binding inhibitors, primary screen, biochemical, fluorescence polarization, HTS; Golgi-associated PDZ and coiled-coil motif-containing protein (Homo sapiens), Q9HD26; purified CAL PDZ, TMR-peptide fluorescence polarization, 1 h; inhibition, % at 24.9 µM; hit rate 0.92% among 300,000; AID 602252, 2012;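 active = mean inhibition of at least 30% with at least half of replicates also reaching 30%; inconclusive = no clear call, values can overlap the other calls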;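 note: 0% = DMSO neutral control and 100% = excess unlabeled competitor peptide PRC23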
cardiac RTF act: cardiac RTF calcium sensitivity activators, primary screen, biochemical, IANBD-TnC fluorescence, EC20 calcium. hit rate 0.24% among 340,000. IANBD-labeled TnC RTF fluorescence at EC20 calcium; 0% EC20 calcium, 100% full calcium. activation, % at 7.2 µM. Troponin I, cardiac muscle (Homo sapiens) + Troponin T, cardiac muscle (Homo sapiens) + …;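 active = activation above the mean over all tested compounds plus 3 SD, cut at about 30% in these data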;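 note: rise in fluorescence read as greater calcium sensitivity of cardiac thin filaments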
CAL PDZ FP-2: CAL PDZ peptide-binding inhibitors, primary screen, biochemical, fluorescence polarization, Cer-tagged CAL PDZ, HTS; AID 504414, 2011; hit rate 0.02% among 330,000; purified CAL PDZ, TMR-peptide fluorescence polarization, 1 h; inhibition, % at 20 µM;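 active = highest replicate inhibition of at least 40%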;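 note: plate controls were DMSO neutral control wells for no effect and unlabeled competitor peptide control wells for full effect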
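material = purified tagged CAL PDZ domain construct (CerCALP) | compound dosing = 20 µM, one dose | times = 1 h at RT | measured by = fluorescence polarization from S- and P-plane intensities, G-factor corrected | read-out = inhibition from polarization loss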
MITF TRPM1 HTS: activators of MITF-driven TRPM1 promoter reporter, primary screen, cell-based, SK-MEL-5, luciferase, single point; SK-MEL-5 TRPM1-promoter luciferase, 24 h; % of positive control, neutral wells = 0; activation, % at 12.5 µM; hit rate 0.75% among 300,000; AID 588334, 2011;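 active = mean activation of at least 80% with every replicate also reaching 80%; inconclusive = mean reaches 80% but some replicate falls short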;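 note: 0% = neutral control wells and 100% = parthenolide positive control wells; values of inactives mirror those of a sister screen read the other way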
* marks the source's active call; other numbers are inactive results; ? = inconclusive; / = no result given.

canonical_smiles	CDK5 p35 inh	cardiac RTF act	CAL PDZ FP-1	Rtt109 HAT inh	MITF TRPM1 HTS	Tat export inh	V-ATPase pHluor	Wnt bcat act	CAL PDZ FP-2	dFosB act
COc1cc(C(C(=O)NC2CCCC2)N(Cc2ccccc2)C(=O)c2snc(C(N)=O)c2N)ccc1O (configuration not stated)	1.0	2	-2	4	8	-2	0	-2	0.0	-10
O=C(COC(=O)c1cc([N+](=O)[O-])ccc1N1CCOCC1)Nc1ncc(Cl)cc1Cl	0.3	-5	/	4	7	0	-4	-2	-0.7	-7
O=C(COC(=O)C1=COCCO1)Nc1cc(Cl)c(Cl)cc1Cl	-2.6	-1	-4	10	7	18	-3	45*	-0.4	-3
COc1ccc(CCNC(=O)C2CC(=O)N(CCc3ccccc3)C2)cc1OC (configuration not stated)	0.0	-3	7	13	-1	-8	2	-1	-1.6	-6
CCCCCCCCCCCCCCCC(=O)Nc1ccn(C2OC(CO)C(O)C2O)c(=O)n1 (configuration not stated)	1.1	-3	-2	-3	1	-1	6	2	0.2	-13
Cc1ccc(Cn2c(=S)[nH]c3ccccc3c2=O)cc1	2.6	-2	-1	2	-5	0	5	1	-0.8	-5
Cc1ccc(/C([O-])=C(/C(=S)NCc2ccco2)[n+]2ccccc2)cc1[N+](=O)[O-]	3.2	4	-7	/	-2	7	-1	2	-1.2	-20
CC12CCC(C1)C(C)(C)C2OC(=O)c1ccccc1C(=O)O (configuration not stated)	1.2	1	/	-32	-7	0	3	-1	-2.1	-10
CCCn1nc(NC(=O)COC)c2cc3cccc(C)c3nc21	0.4	2	-14	1	11	-2	2	3	-1.2	-6
C#CCOCCOCCOCCNc1nc(N2CCN(C(=O)[C@H](CCCCN)n3cc(CCCC)nn3)CC2)nc(N2CCN(C(=O)[C@H](CCCCN)n3cc(CCC(=O)O)nn3)CC2)n1	0.6	1	-1	1	14	-1	-4	-1	-0.8	-9
CCn1c(=O)n(CC(=O)Nc2cc(OC)c(OC)c(OC)c2)c(=O)c2ccccc21	-1.3	-5	/	5	-3	0	-6	/	-3.4	-1
CC(C)C(=O)NC(=S)Nc1ccccc1C(F)(F)F	2.4	-2	0	-6	5	3	-5	/	0.4	4
CCOC(=O)c1[nH]c2ccc(OC)cc2c1NC(=O)c1nonc1C	1.0	-1	-2	10	5	-2	5	/	1.5	2
COCC(C)n1c(SCC(=O)NNC(=O)c2ccccc2)nc2ccccc2c1=O (configuration not stated)	0.6	2	-4	-6	-6	-2	-1	1	-0.3	1
CNC(=O)NC(=O)CSc1nnc(-c2ccco2)n1Cc1ccccc1	-0.5	1	-3	7	8	3	-4	-4	-3.1	8
CC(Sc1nnc(NCc2ccccc2)s1)C(=O)Nc1ccc2c(c1)C(=O)c1ccccc1C2=O (configuration not stated)	3.4	18	-3	7	25	-6	5	/	-2.2	0

Of the compounds above, these have a furan ring, fused or not:
canonical_smiles	CDK5 p35 inh	cardiac RTF act	CAL PDZ FP-1	Rtt109 HAT inh	MITF TRPM1 HTS	Tat export inh	V-ATPase pHluor	Wnt bcat act	CAL PDZ FP-2	dFosB act
Cc1ccc(/C([O-])=C(/C(=S)NCc2ccco2)[n+]2ccccc2)cc1[N+](=O)[O-]	3.2	4	-7	/	-2	7	-1	2	-1.2	-20
CNC(=O)NC(=O)CSc1nnc(-c2ccco2)n1Cc1ccccc1	-0.5	1	-3	7	8	3	-4	-4	-3.1	8

Next section:
canonical_smiles	CDK5 p35 inh	cardiac RTF act	CAL PDZ FP-1	Rtt109 HAT inh	MITF TRPM1 HTS	Tat export inh	V-ATPase pHluor	Wnt bcat act	CAL PDZ FP-2	dFosB act
Cc1cc2c(cc(C(=O)OCC(=O)NCc3ccco3)n2C)s1	0.5	19	-2	-90	/	1	-2	2	0.4	-7
Nc1nc(CN2CCCCC2)cs1	1.7	2	-1	13	16	?	0	-4	-0.9	-5
O=C(O)C1C2CCC(C2)C1C(=O)NCCC1=CCCCC1 (configuration not stated)	-3.1	2	-2	4	3	-10	0	-8	-0.2	-1
CN(Cc1cccnc1)Cc1cn(C)nc1-c1ccc(Oc2ccccc2)cc1	-0.4	6	0	3	4	6	1	-1	-1.5	-5
Cc1ccccc1Cn1nc(C)c(NC(=O)/C=C/c2cnn(C)c2C)c1C	-1.4	0	-5	-9	4	-6	-2	0	-0.7	-3
COc1cccc(N(C(=O)c2csnn2)C(C(=O)NC2CCCC2)c2ccccc2)c1 (configuration not stated)	-0.9	-1	3	7	-13	-19	-2	2	-2.1	-12
OCC#Cc1cnc2ccccc2c1	-1.0	-3	-2	3	7	-4	-4	/	/	3
O=C(CSc1nnnn1-c1ccccc1)c1ccco1	-0.2	-3	1	1	33	-12	-3	12	-2.4	0
COc1cc(-c2nnc(CSc3nnc4nc(C)cc(C)n34)o2)cc(OC)c1OC	1.0	-7	0	3	11	-8	-2	-3	-0.4	-3
Cc1ccc(S(=O)(=O)NCC(=O)OC(C)C(=O)NC2CCCCC2C)cc1C (configuration not stated)	-2.4	-6	0	1	1	3	3	1	-3.1	-10
COc1ccc(CCNC(=O)CN(c2ccccc2OC)S(C)(=O)=O)cc1OC	0.1	1	0	/	5	-3	0	1	-2.5	-1
Cc1c2n(c3ccccc13)CCN(C)C2	-0.6	8	1	-5	-21	2	-3	-2	-0.1	-6
Cc1cc(NC(=O)Cc2ccsc2)ccc1Br	-0.5	-4	-1	-1	56	-9	1	9	-1.5	2
CC(C)C[C@H](N)c1nnc(SCc2ccc(Cl)cc2)o1	0.5	7	/	-9	/	4	0	-1	0.4	-8
CC1CCN(S(=O)(=O)N2CCC(C(=O)NCc3cccnc3)CC2)CC1	-3.4	14	5	10	2	16	7	2	-1.5	-6
O=C(NC(=S)N1CCN(c2ccc([N+](=O)[O-])cc2)CC1)c1ccco1	-4.7	2	-2	0	-7	-5	0	-4	-2.7	-8

Four records drawn at random from those above, as already listed:
canonical_smiles	CDK5 p35 inh	cardiac RTF act	CAL PDZ FP-1	Rtt109 HAT inh	MITF TRPM1 HTS	Tat export inh	V-ATPase pHluor	Wnt bcat act	CAL PDZ FP-2	dFosB act
COc1ccc(CCNC(=O)CN(c2ccccc2OC)S(C)(=O)=O)cc1OC	0.1	1	0	/	5	-3	0	1	-2.5	-1
Cc1c2n(c3ccccc13)CCN(C)C2	-0.6	8	1	-5	-21	2	-3	-2	-0.1	-6
Cc1ccc(S(=O)(=O)NCC(=O)OC(C)C(=O)NC2CCCCC2C)cc1C (configuration not stated)	-2.4	-6	0	1	1	3	3	1	-3.1	-10
COc1cc(-c2nnc(CSc3nnc4nc(C)cc(C)n34)o2)cc(OC)c1OC	1.0	-7	0	3	11	-8	-2	-3	-0.4	-3

Other records follow:
canonical_smiles	CDK5 p35 inh	cardiac RTF act	CAL PDZ FP-1	Rtt109 HAT inh	MITF TRPM1 HTS	Tat export inh	V-ATPase pHluor	Wnt bcat act	CAL PDZ FP-2	dFosB act
COc1ccc(/C=N/NS(=O)(=O)c2ccc(F)cc2)cc1COc1cc(F)ccc1[N+](=O)[O-]	-1.9	4	19	-10	-2	1	-1	-2	0.2	5
Cc1c(-n2cc(C(=O)c3ccccc3O)cc(C#N)c2=O)c(=O)n(-c2ccccc2)n1C	1.3	12	6	-6	/	-7	1	-6	-1.1	-4
O=C(CC(C(=O)c1ccccc1)c1ccccc1)c1ccccc1 (configuration not stated)	-1.5	-2	-2	0	4	11	-3	6	-0.5	-10
O=C(COc1ccc(Cl)cc1Cl)Nc1cccnc1	2.9	0	-5	15	94*	12	1	?	-0.6	-5
Nn1c(SCc2cc([N+](=O)[O-])cc3c2OCOC3)nnc1-c1cccnc1	0.1	-2	-1	1	-7	0	0	-4	-0.3	1
CN(C(=O)CSc1nnc(Nc2ccccc2)s1)c1c(N)n(Cc2ccccc2)c(=O)[nH]c1=O	-0.6	-6	/	-1	4	-7	-2	/	-0.2	-3
CCOC(=O)c1c(C)[nH]c(C(=O)COC(=O)[C@H](C)N2C(=O)C3CCCCC3C2=O)c1C (some centres not stated)	-2.2	0	-2	-3	-16	3	0	-3	-1.9	-14
Cc1ccc(N2C(=O)C(Cl)=C(NCCO)C2=O)c(C)c1	-2.3	10	-2	2	/	15	0	-6	-2.3	3
O=C(COC(=O)c1cc(=O)c2ccccc2o1)NC1CCCCC1	-1.6	0	1	-2	1	-6	-7	-1	/	-1
O=C(CN1C(=O)C2CC=CCC2C1=O)N1CCN(c2ccc([N+](=O)[O-])cc2)CC1 (configuration not stated)	-0.5	0	0	10	1	-8	4	-1	-0.8	-9
